# IDE inh – inhibitors of human insulin-degrading enzyme in cells. P14735. HEK cells, FAbetaB cleavage, fluorescence polarization. inhibition, % at 5.59 µM. hit rate 0.41% among 320,000;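 active means percent inhibition above the average of all tested compounds plus 3 SD, set per screening campaign, cut at about 16% in these data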;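 further: IDE supplied by intact live HEK cells; FP after avidin binding of uncleaved biotin substrate so inhibition keeps polarization high; 0% = DMSO wells and 100% = 60 µM reference IDE inhibitor Ii1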
# p-CIP stab down – lowers stability of the mouse p/CIP coactivator protein; decrease of EGFP signal, % at 10 µM; AID 1984; hit rate 0.01% among 290,000; Q05BA5; F442A p/CIP-EGFP cells, EGFP fluorescence, 16 h;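 active means EGFP signal decrease of at least 30% at 10 µM or well 3 SD below plate mean, unless failing retest; inactive means the rest, including hits failing retest or dose response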; further: some compounds called inactive have numbers as strong as hits; many of its hits are not listed in these tables
# IDE cell activ – IDE (human) activation, cell-based | P14735 | hit rate 0.073% among 340,000 | activation, % at 5.96 µM | HEK cells, FAbeta-B cleavage, fluorescence polarization; 0% vehicle, 100% cell-free pure enzyme wells;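 active means activation above the mean of all tested compounds plus 3 SD, set per screening campaign, cut at about 17% in these data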
# GPR7 antag – antagonists of human GPR7 (neuropeptides B/W receptor 1) | P48145 | GPR7-expressing cells, fluorescence antagonist assay | inhibition, % at 4.4 µM | hit rate 1.1% among 290,000; in the data active means inhibition above about 16%, passing the limit was not always enough;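 further: cells stimulated with the agonist NPW; 0% = agonist with vehicle and 100% = vehicle without agonist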
# Target sequence (P48145 whole entry, looked up): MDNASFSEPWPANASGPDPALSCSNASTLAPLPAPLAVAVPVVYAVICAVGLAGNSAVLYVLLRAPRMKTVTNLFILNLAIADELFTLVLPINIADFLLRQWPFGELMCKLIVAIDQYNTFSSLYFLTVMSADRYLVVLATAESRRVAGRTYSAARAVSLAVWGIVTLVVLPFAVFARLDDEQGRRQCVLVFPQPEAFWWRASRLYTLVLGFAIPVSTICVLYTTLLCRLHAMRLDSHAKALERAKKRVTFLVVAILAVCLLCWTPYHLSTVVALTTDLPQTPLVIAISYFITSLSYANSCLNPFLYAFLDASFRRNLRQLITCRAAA
# NALP1 inh – NALP1 inhibition | S. cerevisiae NALP1/ASC/caspase-1 growth, X-gal OD620, 72 h | inhibition, % at 10 µM | hit rate 0.61% among 280,000 | AID 2071; in the data active means inhibition mostly above about 24%, no sharp cut-off; inactive means mostly below about 32%; further: some compounds called inactive have numbers as strong as hits
# PfM18AAP inh – PfM18AAP enzyme inhibition. hit rate 1.2% among 290,000. AID 1822. recombinant PfM18AAP, H-Glu-NHMec fluorogenic cleavage. inhibition, % at 7.35 µM;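 active means inhibition above the campaign mean inhibition over all tested compounds plus 3 SD, cut at about 28% in these data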;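 further: 0% = plate median of test compound wells and 100% = 2 mM ZnCl2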
# PHOSPHO1 block – PHOSPHO1 (human) inhibition; Q8TCT1; recombinant PHOSPHO1, absorbance phosphatase assay; inhibition, % at 13.3 µM; hit rate 1.1% among 290,000; in the data active means inhibition above about 60%
# Target sequence (Q8TCT1 whole entry, looked up): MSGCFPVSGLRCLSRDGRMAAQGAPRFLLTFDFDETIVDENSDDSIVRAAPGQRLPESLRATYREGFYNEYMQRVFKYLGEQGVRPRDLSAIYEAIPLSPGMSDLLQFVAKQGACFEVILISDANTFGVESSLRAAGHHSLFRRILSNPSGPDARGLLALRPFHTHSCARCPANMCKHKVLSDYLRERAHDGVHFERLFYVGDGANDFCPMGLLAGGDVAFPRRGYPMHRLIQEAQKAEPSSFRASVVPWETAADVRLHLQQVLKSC
# VIM-2 inh – inhibitors of Pseudomonas aeruginosa VIM-2 metallo-beta-lactamase; purified VIM-2, nitrocefin hydrolysis, epi-absorbance fluorescence; inhibition, % at 5.6 µM; hit rate 0.89% among 290,000;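 active means inhibition above the mean of all tested compounds plus 3 SD, cutoff set per screening run, cut at about 7.5% in these data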;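 further: red hydrolysis product quenches plate fluorescence so inhibitors raise well fluorescence; 0% = enzyme with DMSO and 100% = DMSO without enzyme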
# IMP-1 inhibitor – blocks Pseudomonas aeruginosa IMP-1 metallo-beta-lactamase. purified IMP-1, nitrocefin hydrolysis, epi-absorbance fluorescence. inhibition, % at 5.6 µM. hit rate 0.45% among 290,000. AID 1556;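 active means inhibition above the mean plus 3 SD of all compounds in the same screening run, cut at about 4.5% in these data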;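 further: 0% = IMP-1 with DMSO and 100% = DMSO wells lacking enzyme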
#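 Test system: recombinant IMP-1 enzyme, purified / Medium: HEPES buffer pH 7.1 with ZnSO4 and Brij 35 / Doses: single dose, 5.6 µM / Times: 25 °C, 15 min preincubation, 25 min reaction / Detection: Epi-absorbance via hydrolysed-nitrocefin quenching of white-plate fluorescence, 480/530 nm, EDTA stop / Evaluation: percent inhibition from optical density relative to buffer-blank wells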
# Active calls of the source: *; · = no result given.
IDE inh	p-CIP stab down	IDE cell activ	GPR7 antag	NALP1 inh	PfM18AAP inh	PHOSPHO1 block	VIM-2 inh	IMP-1 inhibitor	smiles
13	-60	-16	9	1	2	16	-2.6	-2.8	O=C(Nc1ccc2oc(-c3ccccc3)nc2c1)c1cc(-n2cnnc2)ccc1Cl
-12	2	-1	-1	30	-1	24	-1.9	0.4	COC(=O)C1=NN[C@H](C(=O)OC(C)(C)C)[C@H]1c1ccccc1
3	-12	7	-6	-2	5	6	-2.4	-3.0	O=C(O)CC(C(=O)N(c1ccccc1)c1ccccc1)N1CCOCC1 (stereo unspecified)
·	-5	-2	-6	8	0	12	-2.1	-1.3	CC(=O)c1cccc(OCc2cc(C(=O)N(C)CCc3cnn(C)c3)no2)c1
-3	1	6	-8	0	-15	6	-0.9	-2.0	COc1ccccc1CNC(=O)c1cnccn1
3	2	1	-5	14	-5	58	5.7	0.6	Clc1ss/c(=N\c2ccccn2)c1Cl
0	-20	-3	-3	34	-1	-6	-3.6	-0.6	FC(F)(F)c1cc(N2CCOCC2)nc(-c2ccccc2)n1
0	1	-2	-20	4	-5	5	-2.3	-3.8	Cc1ccc2oc(-c3cccc(NC(=O)c4ccc(Br)o4)c3)nc2c1
3	-19	3	-7	22	4	18	1.4	-0.5	CC(C)(O)C#Cc1ccc(CN2CCCC(CNC(=O)c3ccco3)C2)cc1 (stereo unspecified)
11	4	-18	-4	27	1	4	-0.3	-0.7	Nc1ccc(O)c2c(=O)cc(-c3ccccc3Cl)oc12
2	7	3	-14	4	69*	19	-1.6	-3.0	NC(=S)N/N=C/c1coc2ccc(O)cc2c1=O
4	-10	3	-6	-4	-1	-11	-1.0	-1.9	Cc1cc(C)c(NC(=O)CN2CCN(c3ccccn3)CC2)c(C)c1
-5	-28	7	-17	-1	-5	6	0.6	-2.0	CSC1=NCCN1C(=O)Cc1cccs1
6	12	1	-18	24	6	12	-6.2	-7.1	CC1CCC2(CC1)C(Nc1cccc(Cl)c1)=NC(=S)N2CC#N (stereo unspecified)
1	6	4	10	7	4	-30	1.3	-2.1	Cc1ccc(C(=O)N/C(=C\c2cn(C)c3ccccc23)C(=O)NCCN2CCOCC2)cc1
1	4	1	-30	14	2	32	-3.5	-2.5	COc1ccc(/C=N/N(Cc2ccccc2)c2ccccc2)cc1O
-3	-5	8	-23	4	-1	37	-1.4	-0.9	CCOc1ccc(/C=N/NC(=O)C2CCCC2)c(OCC)c1
8	-3	2	-10	-23	9	97*	-4.3	-3.0	Cc1ccc(C(=O)NNC(=S)NC(=O)COc2ccccc2)cc1
4	-3	-7	-8	33	-8	-5	-2.1	-1.2	COc1ccc(-c2c(C#N)c(N)nc3sc(C(=O)c4ccc(C)cc4)c(N)c23)cc1
-3	-10	4	-20	-64	1	0	-3.0	-5.8	O=C(c1cc2ccccc2o1)c1nc2c(n1O)CCCCC2
6	-4	4	-4	4	-7	29	-1.2	-1.1	O=C(N/N=C/c1cccnc1)c1[nH]ncc1Br
5	-17	8	-12	9	0	-10	-1.7	-0.4	CCSc1nnc(NC(=O)c2cccnc2Cl)s1
5	-2	-5	-5	-5	1	44	-3.3	-4.4	CC(C)NC(=O)CSc1ncccc1-c1nc2ccccc2[nH]1
·	3	1	-9	·	6	23	0.8	-1.2	CCCc1c(C)[nH]c2ccc(C(=O)O)cc2c1=S
-2	-9	-4	0	-4	-2	-4	-1.6	-1.5	Cc1nnc(SCCCN2C(=O)c3ccccc3C2=O)o1

# (further entries)
IDE inh	p-CIP stab down	IDE cell activ	GPR7 antag	NALP1 inh	PfM18AAP inh	PHOSPHO1 block	VIM-2 inh	IMP-1 inhibitor	smiles
-1	-29	6	-10	1	12	8	-2.3	-3.1	COC(=O)Nc1cccn(Cc2c(Cl)cccc2Cl)c1=O
1	-5	-2	-10	15	-1	17	-0.4	-2.1	COc1ccc(N2CCN(C(=O)c3ccc(COc4ccc5c(C)cc(=O)oc5c4)cc3)CC2)cc1
4	-2	6	-8	-11	0	61*	-3.5	-3.7	Cc1nc(NC(=O)CCN2C(=O)C3CC=CCC3C2=O)sc1C (stereo unspecified)
2	-19	5	-7	-2	0	60	-2.0	-2.5	CC1CCC(NC(=O)C2CCN(c3c4c(nc5ncnn35)CCC4)CC2)CC1 (stereo unspecified)
2	4	8	-11	·	-7	7	-3.1	-2.5	Cc1ccc(OCC(=O)Nc2ccc3c(c2)OC(F)(F)O3)c([N+](=O)[O-])n1
2	-8	9	-11	19	2	-5	-2.5	-2.7	O=C(Nc1sc2c(c1C(=O)c1ccccc1)CCCC2)c1cccnc1
1	-4	4	8	3	-1	-9	-2.4	-3.6	O=C(Nc1ccccc1F)Nc1cc(Cl)ccc1-n1cncn1
0	6	-5	-4	0	1	13	-0.7	-1.2	COc1ccc(Cc2nc3ccc(C(=O)N4CCC[C@H]4CO)cc3o2)cc1
·	-3	2	-2	10	0	6	-3.3	-1.4	Cc1cc(NC(=O)COc2ccc(C(C)(C)C)cc2)no1
-1	-4	2	-11	5	2	6	-0.7	-1.8	CCCn1c(SCC(=O)N2CCN(S(=O)(=O)c3ccc(Cl)cc3)CC2)n[nH]c1=O
·	-3	·	-4	20	-12	29	4.1	2.5	O=C(c1ccco1)N1CCN(c2ncnc3c2[nH]c2ccccc23)CC1
-1	-5	-3	-28	8	2	-53	-3.1	-2.7	Cc1ccc(/C=C(\NC(=O)c2ccc(C)cc2)c2nc(=S)[nH][nH]2)cc1
-6	4	4	-6	0	-8	-8	-1.3	2.4	O=C(COc1ncnc2ccccc12)NC1CCS(=O)(=O)C1 (stereo unspecified)
5	21	0	-5	10	-1	15	-2.1	-0.5	COc1cccc(N=CC=C2OC(C)(C)C(C)(C)O2)c1
1	8	1	2	21	-6	-1	-3.9	-2.3	CN(CC(=O)Nc1ccc(S(=O)(=O)N2CCCC2)cc1)CC(=O)Nc1ccc(F)c(F)c1F
-2	2	1	-15	2	0	6	-2.9	0.0	O=C1CCCc2nc(N3CCN(C(c4ccccc4)c4ccccc4)CC3)ncc21
0	-11	3	-10	17	-6	37	-3.2	-0.5	O=c1cc(N2CCCCC2)c(-c2ccccc2)nn1Cc1ccc(Cl)cc1Cl
2	7	4	-16	14	8	-10	2.7	-2.8	CCCN(CCC)CCNC(=O)CCC(=O)Nc1ccc2nc(N3CCN(C)CC3)cc(C)c2c1
0	-2	0	4	18	1	29	-0.9	-0.9	O=[N+]([O-])c1ccc(CN2CCN(c3ncccn3)CC2)cc1
0	-10	6	-28	-11	2	37	-1.1	-3.1	N#C/C(=C\c1c(N2CCCCCC2)nc2ccccn2c1=O)C(N)=O
1	-7	0	10	6	4	47	0.2	0.3	Cc1c(Cl)cccc1NC(=S)N1CCN(C(=O)c2ccco2)CC1
2	-5	1	-12	7	0	43	-3.2	-1.1	CCOc1ccc(OCCCC(=O)NCCOc2ccccc2OC)cc1
9	12	-1	-10	1	-10	1	-2.1	-2.2	CCCCn1c(=O)c(C(C)=O)c(O)c2ccccc21
-1	11	2	-4	34	-9	30	0.5	-0.5	Cc1ccc(NC(=O)CN2CCCC2)cc1
4	-4	-3	19*	11	-12	2	-2.0	-4.3	CCN(CC)S(=O)(=O)c1cc(C(=O)n2cccn2)c(Cl)cc1Cl

# Next structures follow:
IDE inh	p-CIP stab down	IDE cell activ	GPR7 antag	NALP1 inh	PfM18AAP inh	PHOSPHO1 block	VIM-2 inh	IMP-1 inhibitor	smiles
-1	-7	0	-12	-4	-3	40	-1.2	-1.1	COc1ccc(CNC(=O)C(=O)NCC2OCCN2S(=O)(=O)c2ccc(F)cc2)cc1 (stereo unspecified)
2	8	7	-9	-3	6	27	-2.1	-2.2	CC(C)NCC(O)COC1C2CC3CC(C2)CC1C3 (stereo unspecified)
4	10	10	7	12	-3	34	-3.0	-3.4	CN(CCCC1CCCC1)C(=O)c1cc(COc2ccc(F)c(F)c2)on1
·	-14	3	-18	6	1	27	-1.2	-3.5	Cc1cc(S(=O)(=O)NCCCN2CCOCC2)c(C)cc1Cl
3	-6	-1	-11	2	0	4	-0.7	-1.7	COCCn1nnnc1C(c1cc2cc(OC)ccc2[nH]c1=O)N1CCC(Cc2ccccc2)CC1 (stereo unspecified)
5	-18	3	-20	11	-5	31	-2.3	-1.6	CC(Oc1ccccc1)C(=O)Nc1ccc(S(=O)(=O)Nc2nccs2)cc1 (stereo unspecified)
0	-15	·	-21	·	-5	5	-1.9	-0.4	Cc1ccc(S(=O)(=O)N2CCSC2=Nc2ccccc2)cc1
2	-12	-4	-7	29	-3	8	2.1	-2.4	CCN(Cc1ccc(O)cc1)CC1CCCN(CCc2cccc(F)c2)C1 (stereo unspecified)
3	-18	-1	-3	-24	-5	9	-3.5	-0.8	CCN1CCCC1CNC(=O)C1c2ccccc2C(=O)N(CCOC)C1c1ccc(F)cc1 (stereo unspecified)
6	-7	2	-10	-2	0	6	-2.2	-3.7	Cc1ccc(C)c(OCC(=O)Nc2ccc(S(=O)(=O)Nc3onc(C)c3C)cc2)c1
1	3	0	1	29	6	-36	0.5	0.1	C=C(C)C1CCC(C)=C1CC(C)(C)/C=N\n1cnnc1 (stereo unspecified)
8	-9	-2	-4	8	3	17	-0.4	-2.8	O=C(CN1CCOCCOCCOCCOCC1)Nc1ccccc1
2	0	6	-10	15	2	4	-1.1	-2.5	COC(=O)c1cc2oc(C)cc2n1CC(=O)Nc1cc(C)cc(C)c1
7	-42	-2	-4	·	7	19	-2.5	-2.8	CCc1ccc[n+](-c2nc3ccccc3nc2C(=C=[N-])C#N)c1
-3	0	3	2	-7	-15	24	2.5	-1.3	O=C(c1c[nH]c2ccccc12)N1CCOCC1
4	-13	-5	-12	10	4	-4	-3.7	-3.3	Cc1ccc2nc(C)c(C(=O)N/N=C/c3cccc([N+](=O)[O-])c3)cc2c1
1	-14	4	-10	-19	-4	-6	0.2	-5.0	CC(C)C(=O)Nc1nnc(SCC(=O)NC2CCCC2)s1
1	0	3	13	18	10	18	-5.7	-2.2	Cc1ccc2c(cnn2C(=O)CCCC(=O)NCc2ccc(F)cc2)c1
6	-5	4	-17	2	4	22	-1.3	-2.0	CCOC(=O)c1c(C)[nH]c(C(=O)C(C)Sc2ccc(Cl)cc2)c1C (stereo unspecified)
1	-3	-3	1	5	-2	12	-5.7	-2.6	CN(CCCNC(=O)C1CCN(S(=O)(=O)N2CCC3(CC2)OCCO3)CC1)Cc1ccccc1
8	3	2	-4	15	11	-17	0.4	-0.4	Cc1cnc(=O)[nH]c1SCc1ccccc1F
1	-9	-9	-11	1	19	-20	-1.5	-1.6	COc1ccc(-c2onc3ccc(C(=O)/C=C/N(C)C)cc23)cc1
0	-36	-5	0	42	3	10	-2.5	-2.8	COc1ccc(Cc2nc(-c3ccc(-n4cccc4)cc3)no2)cc1OC
3	0	4	-4	-4	-5	-1	-2.3	-1.5	CCN(CC)C(=O)c1cn(CCC#N)nc1-c1ccc2c(c1)OCCO2
